# Tau fibril ThT = qHTS for Inhibitors of Tau Fibril Formation, Thioflavin T Binding | Microtubule-associated protein tau (Homo sapiens), P10636 | recombinant tau K18 P301L, heparin-induced fibrillization, ThT fluorescence | Potency, µM (highest dose often 57.4 µM), without a hit: top-dose activity, negative = inhibition, most hits filed as inhibitors | 270,000 tested, 2.1% active | AID 1460, 2008; also: % is scaled to controls: 0 for no effect and ±100 for the full control effect; nearly all actives have a fitted effect of over 55% in size
#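 Fibril formation assay: tau K18 P301L at 15 uM with trace Alexa 594 label, heparin inducer 20 uM, pH 7 sodium acetate buffer, 37 C for 6 hr; endpoint ThT signal.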
# Tau fluor counter = Counterscreen qHTS for Inhibitors of Tau Fibril Formation, Fluorescence Polarization; tau K18 P301L (four-repeat tau fragment) Alexa594 fluorescence, heparin fibrillization; Potency, µM (series often up to 57.7 µM), for inactives: at the highest dose activity change, negative = decrease; 280,000 tested, 0.93% active; also: % is scaled to controls: 0 for no effect and ±100 for the full control effect; nearly all actives have a fitted effect of over 55% in size
#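 Human K18 P301L tau (15 uM unlabeled plus 0.24 uM Alexa 594-labeled, final) in 100 mM sodium acetate pH 7 was mixed with compound and 20 uM heparin and incubated 6 hr at 37 C.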
# Tau fibril FP = qHTS for Inhibitors of Tau Fibril Formation, Fluorescence Polarization. K18 P301L tau heparin fibrillization, Alexa594 FP, 6 h. Microtubule-associated protein tau (Homo sapiens), P10636. AID 1468, 2008. 280,000 tested, 0.39% active. Potency, µM (titrated, usually from 57.7 µM), without a hit: top-dose activity, negative = inhibition, usual class: inhibitors; also: % is scaled to controls: 0 for no effect and ±100 for the full control effect; nearly all actives have a fitted effect of over 55% in size
#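 Steps: dispense K18 P301L tau (15 uM plus 0.24 uM Alexa 594 tracer, final) in pH 7 sodium acetate; add compound; add heparin (20 uM final); incubate 6 hr, 37 C; add ThT (30 uM final); after 1 hr ambient, read FP.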
# HTT ATP protect = qHTS Multiplex Assay to Identify Dual Action Probes in a Cell Model of Huntington: Cytoprotection (ATP); PC12 HTT-Q103 induced, cytoprotection, ATP luminescence, 40 h; Potency, µM (series often up to 56.4 µM), for inactives: cytoprotection (ATP increase), hits mostly activators; AID 1471, 2008; 230,000 tested, 0.14% active;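 also: % of control where 0% means no effect; nearly all actives have a fitted effect of over 45% in size; toxic huntingtin expression switched on by the ecdysone agonist tebufenozide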
#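 PC12 cells with ecdysone-inducible HTT exon 1 Q103-GFP, induced with 100 nM tebufenozide and co-treated with library compounds in a dose series (1536-well, 1500 cells/well). Cytoprotection read as ATP content by ATPlite luminescence.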
# RECQ1 inh = qHTS Assay for Inhibitors of RecQ-Like Dna Helicase 1 (RECQ1). Potency, µM (highest dose often 57.3 µM), without a hit: top-dose activity, negative = inhibition, most hits filed as inhibitors. 240,000 tested, 0.54% active. ATP-dependent DNA helicase Q1 (Homo sapiens), P46063. RECQ1 DNA unwinding, red fluorescence kinetic read;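 also: plate controls were vehicle for no effect and no enzyme for full effect; nearly all actives have a fitted effect of over 30% in size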
# Target sequence (P46063 whole entry, looked up): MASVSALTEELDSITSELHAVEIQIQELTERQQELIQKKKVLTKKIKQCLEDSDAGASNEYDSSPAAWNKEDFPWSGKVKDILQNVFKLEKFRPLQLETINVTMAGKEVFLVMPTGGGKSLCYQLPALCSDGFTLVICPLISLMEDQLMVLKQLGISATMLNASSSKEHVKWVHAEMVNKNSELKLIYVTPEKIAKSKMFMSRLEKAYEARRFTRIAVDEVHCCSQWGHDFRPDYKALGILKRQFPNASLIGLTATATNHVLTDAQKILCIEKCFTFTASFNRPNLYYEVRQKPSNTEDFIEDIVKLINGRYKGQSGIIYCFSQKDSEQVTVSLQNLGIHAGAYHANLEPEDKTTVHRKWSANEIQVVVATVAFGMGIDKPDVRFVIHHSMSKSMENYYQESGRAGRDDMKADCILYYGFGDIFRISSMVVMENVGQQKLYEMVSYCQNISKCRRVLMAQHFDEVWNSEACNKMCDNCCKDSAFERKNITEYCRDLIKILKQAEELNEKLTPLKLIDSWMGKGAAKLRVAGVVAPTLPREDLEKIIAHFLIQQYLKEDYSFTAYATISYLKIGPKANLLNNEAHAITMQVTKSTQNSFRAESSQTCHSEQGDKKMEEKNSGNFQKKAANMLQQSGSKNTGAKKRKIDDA
#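 RECQ1T1 50 nM; forked duplex (20 bp + 30-nt ss tails) 200 nM, ATP 2 mM final; pH 8.0, 2 mM MgCl2, 2.5 ug/ml poly(dI-dC); 15 min compound preincubation; discontinuous kinetic read over 2 h at RT.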
# TR SRC2 fluor cs = Total Fluorescence Counterscreen for Inhibitors of the Interaction of Thyroid Hormone Receptor and Steroid Receptor Coregulator 2 | TRb/SRC2 Texas Red total fluorescence interference | Potency, µM (titrated, usually from 106 µM), for the others: at the top dose fluorescence change, negative = quenching | 280,000 tested, 0.29% active | AID 1479, 2009; active = well fitted curve in either direction with a large enough effect; inconclusive = small, poorly fitted or top-dose-only effect; also: % is scaled to controls: 0 for no effect and ±100 for the full control effect
#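 Human TRβ ligand-binding domain (0.6 uM) and Texas Red SRC2 peptide (20 nM) in Tris buffer with 1 uM T3 and 5% DMSO were incubated with pinned compound for 5 hr at ambient temperature. Total fluorescence was computed as S + 2P (555/632 nm).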
# TRb SRC2 PPI = qHTS for Inhibitors of the Interaction of Thyroid Hormone Receptor and Steroid Receptor Coregulator 2. Thyroid hormone receptor beta (Homo sapiens), P10828. TRbeta-SRC2 peptide binding, fluorescence polarization; receptor liganded with 1 µM T3. Potency, µM (titrated, usually from 106 µM), without a hit: top-dose activity change, negative = inhibition, most hits filed as inhibitors. 280,000 tested, 0.065% active. AID 1469, 2008;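 also: plate controls were bound peptide for no effect and peptide without receptor for full effect; nearly all actives have a fitted effect of over 50% in size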
# Target sequence (P10828 whole entry, looked up): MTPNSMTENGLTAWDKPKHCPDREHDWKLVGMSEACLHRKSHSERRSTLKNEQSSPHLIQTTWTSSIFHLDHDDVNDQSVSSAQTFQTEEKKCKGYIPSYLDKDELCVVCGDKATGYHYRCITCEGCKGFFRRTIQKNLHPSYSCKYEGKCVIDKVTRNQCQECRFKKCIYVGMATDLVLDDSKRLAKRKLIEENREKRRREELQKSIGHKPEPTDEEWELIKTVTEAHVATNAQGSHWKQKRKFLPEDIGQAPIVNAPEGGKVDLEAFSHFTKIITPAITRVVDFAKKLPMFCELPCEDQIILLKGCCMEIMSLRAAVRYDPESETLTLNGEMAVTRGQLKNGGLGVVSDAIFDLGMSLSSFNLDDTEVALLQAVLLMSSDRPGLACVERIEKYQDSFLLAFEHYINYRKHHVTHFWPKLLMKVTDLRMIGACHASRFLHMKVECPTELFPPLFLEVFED
#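 Polarization signal, normalized between peptide-alone and full complex controls, measured compound effects on T3-liganded human TRb LBD (0.6 uM) binding 20 nM Texas Red SRC2 peptide after 5 hr.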
# L3MBTL1 inh = qHTS Assay for the Inhibitors of L3MBTL1; AID 485360, 2010; 230,000 tested, 0.66% active; Potency, µM (doses to about 57.1 µM), for inactives: at the highest dose activity, negative = inhibition, actives largely listed as inhibitors; Lethal(3)malignant brain tumor-like protein 1 (Homo sapiens), Q9Y468; AlphaScreen L3MBTL1–H3K9me1 peptide binding; also: % is scaled to controls: 0 for no effect and ±100 for the full control effect; nearly all actives have a fitted effect of over 60% in size
#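 L3MBTL1 (50 nM) pre-complexed 30 min with biotinylated H3(1-15)K9me1 peptide (75 nM), then compounds added for 30 min at room temperature; AlphaScreen streptavidin donor/nickel chelate acceptor beads (10 ug/mL final) read after 30 min dark incubation.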
# Numbers without * were called inactive; i = inactive; ? = inconclusive; . = not tested or not shown; [ ] = dose if it differs, or a comment. Unless noted, calls follow the shape of the dose curve; as a rule, active = well fitted curve in the direction sought with a large enough effect; inconclusive = small, poorly fitted or top-dose-only effect, or another doubt; inactive = no such curve, though single readings can be large; an effect the other way counts as inactive or inconclusive. Potency is read from the fitted curve at half-maximal effect. Not all compounds are listed; rates above refer to the full screens.
# Start of the data: the first three entries, to show the layout:
SMILES,Tau fibril ThT,Tau fluor counter,Tau fibril FP,HTT ATP protect,RECQ1 inh,TR SRC2 fluor cs,TRb SRC2 PPI,L3MBTL1 inh
O=C(CNc1ccc2c(c1)OCO2)N/N=C\c1ccccc1Cl,?,?,3.4%,25.1%[0.074 µM],-3.6%,0.5%,-2.7%,-0.4%
O=C(CCC1=NS(=O)(=O)c2ccccc2N1)NC1CCCCCCC1,-1.6%,-3.3%,?,-33.6%,-12.5%,-7.8%,-5.2%,-1.3%
COc1ccc(CNC(=O)c2nc(SCc3ccccc3F)ncc2Cl)cc1,-8.8%,-17.6%,-5.1%,.,.,-0.3%,2.9%,.

# The listing, repeating the preview:
SMILES,Tau fibril ThT,Tau fluor counter,Tau fibril FP,HTT ATP protect,RECQ1 inh,TR SRC2 fluor cs,TRb SRC2 PPI,L3MBTL1 inh
O=C(CNc1ccc2c(c1)OCO2)N/N=C\c1ccccc1Cl,?,?,3.4%,25.1%[0.074 µM],-3.6%,0.5%,-2.7%,-0.4%
O=C(CCC1=NS(=O)(=O)c2ccccc2N1)NC1CCCCCCC1,-1.6%,-3.3%,?,-33.6%,-12.5%,-7.8%,-5.2%,-1.3%
COc1ccc(CNC(=O)c2nc(SCc3ccccc3F)ncc2Cl)cc1,-8.8%,-17.6%,-5.1%,.,.,-0.3%,2.9%,.
CCCNC(=O)NC(=O)CSc1nnc(-c2ccncc2)n1CC,-13.2%,-10.3%,-1.4%,23.8%[10 µM],i,-0.6%,-4.5%,4.4%
O=C(COCc1cc(-c2ccc(F)cc2)on1)Nc1cc(Cl)ccc1O,-16.3%,-24.9%,-1.3%,.,.,-6.0%,10.2%,.
O=C(NC1CCCCCC1)C1c2ccccc2C(=O)N1Cc1ccccc1Cl (configuration not stated),3.1%,2.7%,-4.9%,.,.,4.0%,3.9%,.
O=S(=O)(NCC1CCCO1)c1ccc2c(c1)OCCO2 (configuration not stated),-5.8%,-0.6%,7.2%,-41.4%[10 µM],i,-0.2%,3.1%,3.5%
CCOc1c(Cl)cc(CNCC(O)c2ccccc2)cc1OC (configuration not stated),2.6%,-6.2%,0.3%,.,0.1%,-0.4%,4.3%,1.5%
O=C(Nc1nnc(-c2ccc(Cl)cc2)o1)Nc1ccccc1F,-2.6%,-3.1%,2.5%,0.7%[10 µM],i,-0.1%,-0.7%,.
Cc1ccc(NC(=O)CSc2nnc(CNC(=O)c3cccs3)o2)c(C)c1,-9.1%,-5.2%,-6.5%,-15.6%,-1.0%,-1.6%,5.2%,.
CC(=O)Nc1nonc1-c1nnc(SCC(=O)Nc2c(C)cccc2C)n1-c1ccccc1,-1.1%,-1.0%,8.1%,.,.,-15.5%,3.0%,.
O=C(O)[C@@H]1Cc2ccccc2N1,?,?,5.0%,-2.5%[10 µM],9.6%,-6.4%,-1.8%,-15.5%
COc1ccccc1OCC(=O)Nc1ccc(Cl)cc1,-11.6%,-10.0%,8.5%,-2.5%[10 µM],0.6%,1.6%,-1.2%,-1.7%
CCN1C(=O)[C@H]2[C@H]3[C@H](O)[C@H](O)C/C(=N/NC(=O)OCc4ccc(OC)cc4)[C@@H]3CC[C@@H]2C1=O,-7.9%[11.5 µM],-0.4%[11.6 µM],4.1%[11.6 µM],-14.5%[10 µM],8.6%[11.5 µM],0.2%[11.2 µM],0.5%[11.2 µM],.
COc1ccc(NC(=O)C2CCCN(S(=O)(=O)c3ccc(F)cc3)C2)cc1 (configuration not stated),4.5%,-9.8%,-4.0%,.,.,-0.5%,9.6%,.
Cc1ccc(S(=O)(=O)N2CCC(=O)N(CCOCc3cccc(F)c3)CC2)cc1,-3.9%,-8.1%,3.8%,.,-8.1%,0.7%,2.9%,5.5%
Clc1ccc(OCc2nn3c(C4CCCCC4)nnc3s2)c(Cl)c1,-21.9%,2.2%,-3.1%,-0.2%[0.074 µM],0.6%,-5.4%,2.4%,-5.6%
CN(C1CCCCC1)S(=O)(=O)c1ccc(NC(=S)NC(=O)c2cccs2)cc1,-1.6%,?,?,-36.0%,-10.6%,-0.1%,-9.1%,-6.7%
O=C(C1CCCN1S(=O)(=O)c1ccc(Cl)cc1)N1CCOCC1 (configuration not stated),3.9%,1.0%,-6.5%,13.7%,-8.0%,-0.2%,-4.0%,8.3%[11.4 µM]
Cc1ccc(Cl)cc1-n1ncc2c(NCCCc3ccccc3)ncnc21,-16.7%,-26.9%,3.6%,.,.,-2.9%,2.1%,.
COc1ccc(OC)c(/C=C/C(=O)NCCc2nc3ccccc3[nH]2)c1,-10.4%,-20.5%,?,14.9%[10 µM],-4.8%,-1.3%,-0.9%,-3.4%
CN(C)CCNC(=O)COc1cccc2c1OC(C)(C)C2,-4.6%,-4.5%,?,-17.8%,i,-0.3%,-0.2%,.
CCN(CC)CCN1C(=O)C(=O)/C(=C(/O)c2ccc(C)cc2)C1c1cccnc1 (configuration not stated),.,-24.5%,-4.4%,17.2%[10 µM],-7.3%,-0.9%,4.1%,.
O=[N+]([O-])c1ccccc1CSc1ccccn1,6.7%,1.5%,-5.3%,-7.4%[10 µM],-4.4%,-0.2%,-3.3%,6.7%
O=C(Cn1nc(-c2ccc(Cl)cc2)ccc1=O)NCCN1CCOCC1,-10.7%,-4.7%,-3.8%,-18.5%,-10.8%,0.8%,-2.5%,-0.6%
CCN(CC)S(=O)(=O)c1ccc2c(c1)N(CC(=O)N1CCN(c3cccc(C)c3)C(C)C1)C(=O)CO2 (configuration not stated),-6.6%,-12.1%,-4.9%,.,.,0.0%,5.2%,.
Cc1cc(C)n(C2CC(=O)N(c3cccc(Cl)c3)C2=O)n1 (configuration not stated),2.9%,3.8%,1.4%,-4.7%,5.7%,-2.4%,-8.6%,.
COC(=O)Cc1cc(=O)n2[nH]c(C)cc2n1,-18.2%,-7.2%,7.3%,15.0%,i,-1.9%,-12.0%,.
Cc1nc(N2CCOCC2)c2nc(-c3ccccc3)n(CCCN3CCCCC3C)c2n1 (configuration not stated),-0.8%,-3.6%,0.3%,16.4%,i,0.3%,-1.6%,.
Oc1ccccc1Nc1nc(NCc2ccccc2)c2ccccc2n1,-18.8%,15.8µM*[quencher],8.6%,-172.0%[inhibitor],-27.2%,-13.3%,6.6%,-16.3%
COc1ccccc1/C=C/C(=O)OC(C)CN1CCOCC1 (configuration not stated),-0.7%,2.1%,1.5%,1.5%,-5.1%,-6.3%,3.0%,?
Cc1ccc(-c2onc(C)c2C)cc1S(=O)(=O)N1CCCCC1,-7.7%,-18.8%,6.3%,.,.,-1.5%,2.2%,.
COc1ccc(Cl)cc1-n1c(C)ccc1C,-14.2%,-1.4%,0.5%,.,-0.5%,0.5%,-8.3%,-3.6%
CC(C)Oc1cccc(-c2cc(C(=O)N3CCN(S(C)(=O)=O)CC3)c3ccccc3n2)c1,-1.9%,-9.3%,5.1%,-44.6%[inhibitor],-6.1%,0.8%,-19.9%,-3.2%
COc1ccc(C(c2nnnn2C2CCCCC2)N2CCN(c3ccccc3)CC2)cc1 (configuration not stated),-13.6%,-12.6%,13.7%,8.8%[10 µM],-8.9%,3.7%,-15.8%,.
O=C1c2sc3nc4n(c(=O)c3c2CCC1Br)CCCCC4 (configuration not stated),?,?,?,-35.8%,-11.6%,-2.4%,-12.7%,-8.2%
CCOC(=O)Cc1cc(=O)[nH]c(/N=C(\N)Nc2ccc(C)c(C)c2)n1,-7.5%,-7.0%,-9.2%,-7.7%[10 µM],i,0.8%,1.2%,11.7%
CCCn1c(C)nc2c(NC3CCN(Cc4ccccc4)CC3)nc(C)nc21,-0.8%,-4.9%,-6.4%,7.2%,-7.9%,2.4%,1.1%,.
COCCn1nnnc1C(c1ccc(OC)c(OC)c1)N1CCN(c2nc3ccccc3s2)CC1 (configuration not stated),-16.9%,-4.9%,13.0%,-8.5%,-1.0%,-2.2%,-19.4%,.
CCOc1ccccc1CNC(=O)C1CCN(c2nnc(-n3c(C)ccc3C)s2)CC1,?,-18.3%,?,.,.,-1.8%,6.5%,.
O=[N+]([O-])c1ccc(-c2nc(-c3cccs3)c(-c3cccs3)[nH]2)cc1,5.62µM*,7.94µM*[quencher],?,-101.6%[inhibitor],-14.5%,-2.4%[53 µM],-11.3%[53 µM],?
CC(CCc1ccccc1)NC(=O)c1ccncc1 (configuration not stated),-6.8%,-3.6%,-1.8%,11.9%,-4.3%,-5.5%,3.3%,5.8%
COc1cccc(CNC(=O)CCC2CCCN(Cc3cc(Cl)ccc3O)C2)c1 (configuration not stated),-15.4%,-20.3%,4.6%,3.0%[10 µM],-5.8%,1.4%,-2.6%,-0.6%
O=C(O)/C=C/c1ccc2c(c1)OCCO2,-5.6%,3.8%,11.9%,-10.2%[10 µM],i,-1.5%,-7.0%,.
CCOC(=O)C1(CCc2ccccc2)CCN(C(=O)C2CCOCC2)CC1,3.6%,10.0%,-1.2%,4.0%[10 µM],i,-3.0%,-3.4%,5.1%
CC(=O)NC(CC(=O)O)c1ccc([N+](=O)[O-])cc1 (configuration not stated),-11.1%,-12.1%,0.7%,6.8%[10 µM],5.0%,-0.6%,4.0%,10.7%

# Screening data as filed in PubChem.
